From PubChem
KOR beta-arrestin-1 – KOR antagonists, beta-arrestin recruitment, cell-based, luminescence, uHTS (AID 1778). KOR beta-arrestin recruitment, luminescence, antagonist mode; higher % means a stronger effect. inhibition, % at 10 µM; hits with a dose series show IC50 in µM. actives 0.091% (n = 290,000); in the data active means inhibition above about 50%; further: strong numbers were not always called active
NOD1 NF-kB reporter – NOD1 signaling inhibitors, primary screen, cell-based, luminescence, uHTS (AID 1578); NOD1-driven NF-kB luciferase reporter cells, luminescence; higher % means a stronger effect; inhibition, % at 4 µM; hits with a dose series show EC50 in µM; actives 1% (n = 290,000); in the data active means inhibition mostly above about 36%, no sharp cut-off; inactive means mostly below about 34%;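 further: HEK-293T reporter cells stimulated with the NOD1 agonist gamma-tri-DAP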
Siah-1 displacement – Siah-1 peptide-binding antagonists, primary screen, biochemical, fluorescence polarization, rhodamine-plectin, uHTS (AID 1817); Siah-1 / rhodamine-plectin peptide fluorescence polarization; higher % means a stronger effect; displacement, % at 20 µM, or IC50 in µM where a hit was titrated; actives 0.02% (n = 290,000);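 active means displacement of at least 50% at 20 µM, with a fluorescence ratio check between 0.3 and a set limit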;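 further: plate controls were Siah plus tracer with DMSO for no effect and tracer alone without Siah for full effect; strong numbers were not always called active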
GPR35 antagonists – GPR35 antagonists blocking zaprinast-driven arrestin recruitment, primary screen, imaging, U2OS, beta-arrestin-GFP, zaprinast agonist (AID 2058); U2OS GPR35 beta-arrestin-GFP translocation imaging, zaprinast antagonism; higher % means a stronger effect; actives 0.052% (n = 290,000); one-dose inhibition, % at 10 µM; IC50 in µM for titrated hits;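 active means inhibition of at least 50% with at least 30 cells and total cytoplasm GFP at most 10,000,000; inconclusive means under 30 cells or total GFP of 10,000,000 plus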
AID2073 – inhibitors of Mint1-CaV2.2 protein interaction, biochemical, HTRF (AID 2073). HTRF protein-protein interaction, Mint1-CaV2.2; higher % means a stronger effect. inhibition, % at 20 µM, or IC50 in µM where a hit was titrated. actives 0.19% (n = 290,000); in the data active means inhibition mostly above about 51%, no sharp cut-off; inconclusive means no clear call, values can overlap the other calls; inactive means mostly below about 53%; further: some results filed as inactive read as strong as hits
GPR55 LPI antagonism – GPR55 antagonists blocking LPI-driven arrestin recruitment, primary screen, imaging, U2OS, beta-arrestin-GFP, LPI agonist (AID 2013); U2OS GPR55 beta-arrestin-GFP translocation imaging, LPI antagonism; higher % means a stronger effect; inhibition, % at 10 µM; hits with a dose series show IC50 in µM; actives 0.13% (n = 290,000);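 active means spots per cell inhibited over 60%, with over 100 cells counted and total cytoplasm intensity under 500,000; inconclusive means wells with under 100 cells, flagged as likely toxic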;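 further: U2OS cells stably carrying GPR55 and arrestin-GFP stimulated by 5 µM LPI near EC80; imaged beta-arrestin-GFP aggregate spots per cell after agonist stimulation; plate controls were LPI-stimulated DMSO wells for no effect and DMSO wells without LPI for full effect; some results filed as inactive read as strong as hits; confirmed hits need IC50 under 10 µM and bright autofluorescent wells are also inconclusive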
GPR55 beta-arrestin – GPR55 agonists via beta-arrestin recruitment, primary screen, imaging, U2OS cells, beta-arrestin-GFP redistribution (AID 1961); activation, % at 10 µM, or EC50 in µM where a hit was titrated; U2OS GPR55 beta-arrestin-GFP redistribution imaging; higher % means a stronger effect; actives 0.048% (n = 290,000);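 active means activation above 40% with more than 50 cells counted in the well; inconclusive means wells holding fewer than 50 cells, flagged as toxic or sparse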;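 further: U2OS osteosarcoma cells stably expressing GPR55 and beta-arrestin-GFP; plate controls were DMSO negative control for no effect and LPI positive control for full effect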
KOR beta-arrestin-2 – KOR agonists, beta-arrestin recruitment, primary screen, cell-based, luminescence, uHTS (AID 1777). KOR beta-arrestin recruitment, luminescence; higher % means a stronger effect. activation, % at 10 µM, or EC50 in µM where a hit was titrated. actives 0.02% (n = 280,000); in the data active means activation above about 50%, passing the limit was not always enough; further: a part of the inactive calls stands beside numbers as strong as those of hits
HIV fusion peptide – inhibitors of HIV fusion peptide binding, primary screen, biochemical, uHTS, fluorescence dequenching (AID 1986); inhibition, % at 20 µM; hits with a dose series show IC50 in µM; cell-free peptide binding, fluorescence dequenching, 30 min; higher % means a stronger effect; actives 0.3% (n = 290,000); in the data active means inhibition mostly above about 52%, no sharp cut-off; inactive means mostly below about 76%; further: some results filed as inactive read as strong as hits
An asterisk follows results filed as active; u = inconclusive; x = not tested or not shown; & = joins results of further samples; [ ] = another dose, or the depositor's remark. An excerpt; count on the stated rates, not on these rows.

SMILES,HIV fusion peptide,KOR beta-arrestin-2,GPR35 antagonists,NOD1 NF-kB reporter,GPR55 LPI antagonism,Siah-1 displacement,AID2073,KOR beta-arrestin-1,GPR55 beta-arrestin
COCCOC(=O)C1=C(C)OC(N)=C(C#N)C1c1cc2cccc(C)c2nc1Cl (configuration not stated),-1.6%,0.5%,-9%,-15%,-2%,3%,-3%,-126%[20 µM],0.6%
CCOC(=O)c1c(CN2CCCCC2)oc2ccc(OC)cc12,-1.6%&1.8%,1.4%&-4.9%,11%&3%,-12%&-14%,-3%&-1%,8%&5%,17%&9%,-4%&15%,0.6%&0.8%
Cn1cc(SCC(=O)Nc2nccs2)c2ccccc21,0.5%,-2.5%,-8%,-23%,2%,-1%,-1%,-7%,0.3%
CCOC(=O)c1nc(C)nc(Sc2n[nH]c(-c3cc(C(F)(F)F)cc(C(F)(F)F)c3)n2)c1C,8.6%,-4.2%,4%,2%,8%,5%,13%,34%,0.2%
COc1ccc(/C=C/C(=O)OCC(=O)c2ccc3c(c2)NC(=O)CO3)c(OC)c1,0.0%,4.4%,-11%,-5%,10%,6%,u,6%,-0.2%
C=C(C)C(=O)Nc1cccc(C2=NOC3(C2)C[C@@H](C(N)=O)N(C(=O)CCCCC)C3)c1 (some centres not stated),27%,4.3%,-13%,2%,0%,4%,10µM*,18%,-0.2%
CCS(=O)(=O)N1CCN(C(=O)COc2ccc(-c3ccccc3)cc2)CC1,2.4%,1.0%,8%,-10%,10%,-1%,4%,-5%,0.2%
O=C(NCc1ccccc1F)C1CCCN1C(=O)NCc1ccccc1 (configuration not stated),-0.2%,1.1%,26%,-29%,8%,-1%,10%,-21%,-0.2%
COc1ccc(C2CC(=O)c3c(ccc4ccccc34)N2)cc1OC (configuration not stated),-2.3%,1.5%,13%,3%,16%,2%,-4%,-17%,-0.1%
COc1ccc(COC(=O)CCc2c[nH]c3ccccc23)cc1F,1.0%,7.2%,16%,13%,-11%,-4%,12%,-48%,-0.1%
CCC(C)NC(=O)CCCc1ccccc1 (configuration not stated),-0.9%,-1.2%,15%,-24%,1%,0%,-1%,19%,-0.1%
Cc1ccc(S(=O)(=O)N2C(=O)C(c3ccccc3)SC2=Nc2ccccc2)cc1 (configuration not stated),4.1%,-1.4%,4%,-14%,5%,-1%,14%,6%,-0.1%
Cc1cccc(NS(=O)(=O)c2cnc(Cl)c(Br)c2)n1,-1.8%,1.1%,1%,-10%,0%,4%,0%,24%,u
CC(=O)Nc1sc2c(c1-c1nc3ccccc3s1)CCN(C(C)C)C2,97%,-3.0%,-1%,2%,-2%,-1%,7%,-10%,-0.1%
O=C(CSc1ncn[nH]1)c1ccc(OC(F)F)cc1,-2.1%,-4.4%,-8%,-23%,-1%,5%,13%,4%,0.7%
COCCCNCCCOc1ccc(Cl)cc1Br,-1.7%,3.9%,13%,9%,22%,8%,-2%,-22%,-0.1%
COc1cccc(-n2nnc3c(=O)n(Cc4cccc(F)c4)cnc32)c1,6.2%,-0.5%,5%,-15%,1%,-2%,48%,23%,-0.1%
O=C(CC(c1ccco1)C1CCCCC1=O)c1ccccc1 (configuration not stated),1.0%,0.4%,6%,-9%,0%,-1%,-2%,-21%,0.0%
O=C(C1CCN(S(=O)(=O)c2ccccc2)CC1)N1CCCCC1,0.8%,5.6%,-8%,-24%,-11%,0%,-12%,-20%,0.0%
Cc1nnc(NC(=O)CCn2cnc3ccccc3c2=O)s1,-1.0%,x,3%,-21%,10%,6%,-5%,0%[20 µM],0.5%
CC(=O)Nc1ccc(N(C(=O)CNC(=O)c2ccco2)C(C(=O)NC2CCCC2)c2ccco2)cc1 (configuration not stated),0.5%,-3.6%,-4%,-6%,9%,0%,-1%,-13%,0.3%
CC(=O)Nc1cccc(OCc2ccc(F)cc2)c1,0.8%,-4.4%,2%,-27%,15%,10%,-2%,0%,-0.8%
CN(C)S(=O)(=O)c1cccc(COC(=O)c2ccc3c(c2)OCO3)c1,-1.7%,-0.1%,12%,-34%,-8%,3%,6%,1%,0.4%
O=C(NS(=O)(=O)Nc1ccc(Cl)cc1)c1c[nH]c2ccccc12,5.3%,8.9%,0%,-6%,8%,-1%,8%,-17%,-0.1%
COC(=O)C1=C(C)NC(C)=C(C(=O)OC)C1c1ccc(OC(=O)c2oc3ccccc3c2C)c(OC)c1,-0.8%,-1.7%,-9%,-9%,7%,-2%,2%,12%,-0.2%

Following part
SMILES,HIV fusion peptide,KOR beta-arrestin-2,GPR35 antagonists,NOD1 NF-kB reporter,GPR55 LPI antagonism,Siah-1 displacement,AID2073,KOR beta-arrestin-1,GPR55 beta-arrestin
CN=C(c1ccccc1)c1c(C)cccc1C,-3.6%,-1.3%,3%,20%,14%,-6%,0%,-63%,0.8%
CCn1c(SCC(=O)N2CCCCC2C)nnc1-c1ccc(S(=O)(=O)N2CCN(C)CC2)cc1 (configuration not stated),0.8%,0.2%,-12%,1%,1%,7%,3%,-13%,0.0%
CC(=O)Nc1ccc(NC(=O)C(c2ccccc2)c2ccccc2)cc1,0.4%,-5.9%,-7%,19%,-7%,-2%,-8%,3%,-0.1%
COC(=O)CNC(=O)CCC(=O)N1CCN(C(c2ccccc2)c2ccccc2)CC1,0.2%,-2.8%,-11%,20%,-10%,-2%,6%,-4%,0.5%
CCOC(=O)Cc1csc(NC(=O)Nc2ccccc2)n1,3.7%,10%,-10%,-37%,1%,-4%,11%,1%,0.1%
O=S(=O)(c1ccc(Cl)cc1)N1CCC(O)(CN2CCN(Cc3ccccc3)CC2)CC1,0.2%,8.2%,3%,-8%,-1%,1%,6%,-21%,0.1%
Cc1cccc(/C=C/c2onc(C)c2S(=O)(=O)N2CCC(C(=O)NC(C)(C)C)CC2)c1,0.4%,-4.8%,-5%,-25%,-1%,4%,-7%,0%[20 µM],0.4%
Cn1c(SCC(=O)NC2CCCCC2)nnc1-c1ccccn1,-2.1%,1.5%,-18%,14%,-2%,1%,15%,-4%,0.3%
Cc1nc(NC2=NCN(C3CCCCC3C)CN2)nc2ccccc12 (configuration not stated),2.6%,-0.8%,-3%,-18%,6%,-6%,12%,19%,0.1%
O=C(CNc1cccc2ccccc12)N/N=C/c1ccc(OC(=O)/C=C/c2ccco2)cc1,50%,-4.2%,13%,-15%,22%,77%,46%,-3%,-0.4%
CC(NC(=O)Nc1ccccc1F)C(C)(C)C (configuration not stated),-1.2%,-2.7%,-3%,-25%,-4%,5%,0%,-15%[20 µM],0.2%
CCCC(=O)c1ccc(N2CCCCCC2)c(F)c1,2.3%,-0.6%,-9%,-47%,9%,0%,4%,25%,0.5%
CC(Oc1ccc(Cl)cc1Cl)C(=O)NCCCn1ccnc1 (configuration not stated),1.7%,-6.0%,-7%,-8%,9%,10%,-8%,23%,0.2%
CCCc1cc(C(=O)NCCc2ccc(OC)c(OC)c2)no1,-0.5%,-3.6%,8%,4%,0%,-1%,-2%,-2%,-0.2%
CCNS(=O)(=O)c1ccc(NC(=O)Nc2cccc(C(F)(F)F)c2)cc1,2.3%,0.1%,-5%,-19%,1%,8%,2%,33%,-0.4%
COc1ccccc1C(=O)Nc1cccc(C(=O)c2ccccc2)c1,-1.3%,-1.1%,-13%,-21%,13%,5%,6%,-12%,-0.2%
CCCCn1cc(C(=O)c2cc(Br)ccc2O)cc(C#N)c1=O,-0.4%,2.0%,-6%,-1%,-2%,4%,23%,-29%,-0.1%
CCN(CC)c1ccc(/C=N\NC(=O)c2cccc3cc[nH]c23)cc1,-0.7%,4.9%,4%,2%,-12%,-4%,36%,-106%,0.9%
Cc1ccccc1-n1nc2c(c1NC(=O)c1c(-c3ccccc3Cl)noc1C)CS(=O)(=O)C2,2.9%,-1.1%,-10%,-10%,8%,4%,-6%,-8%,-0.3%
Cc1ccsc1/C=C(\C#N)C(=O)NCCCN1CCOCC1,-1.4%,-3.9%,7%,-28%,-1%,-1%,12%,-32%,1.5%
CN(C)c1cccc(C(=O)OCC(=O)N(C)c2ccccc2)c1,-1.0%,0.7%,9%,-3%,4%,3%,10%,-26%,0.7%
O=C(OCC(=O)N1CCN(C(=O)c2ccco2)CC1)C1=COCCO1,1.7%,4.3%,0%,-10%,8%,-1%,3%,10%,0.2%
Cn1c(SCC(=O)N=Nc2c(O)[nH]c3ccccc23)nc2ccccc21,3.4%,-0.8%,7%,-16%,10%,2%,-1%,57%,-0.2%
CCSCc1nnc(SCC(=O)Nc2cccc(C(C)=O)c2)n1C,-0.4%,1.2%,7%,-8%,4%,1%,-1%,-23%,-0.2%
Cc1cc([N+](=O)[O-])nn1Cc1c(F)c(F)c(F)c(F)c1F,-1.0%,4.0%,28%,2%,8%,2%,1%,-14%,0.3%

Next section:
SMILES,HIV fusion peptide,KOR beta-arrestin-2,GPR35 antagonists,NOD1 NF-kB reporter,GPR55 LPI antagonism,Siah-1 displacement,AID2073,KOR beta-arrestin-1,GPR55 beta-arrestin
COc1cccc2cc(C(=O)NCC3CCCO3)c(=O)oc12 (configuration not stated),-2.5%,-4.2%,-6%,-7%,-1%,-1%,14%,45%,-0.1%
CC(=O)Nc1ccc(C(=O)NCCCSc2ccccc2)cc1,3.0%,7.0%,-3%,-16%,8%,0%,14%,-17%,-0.1%
Nc1ccccc1SCC(=O)Nc1nccs1,0.1%,-1.0%,-1%,-6%,9%,19%,-4%,-6%,-0.1%
COc1ccc(C)cc1S(=O)(=O)NCC(c1cccnc1)N1CCc2ccccc2C1 (configuration not stated),-1.7%,-0.3%,-5%,-19%,-3%,-4%,-12%,-49%,-0.2%
O=C(CSc1nnnn1-c1ccccc1Cl)Nc1ccc2c(c1)OCCO2,1.1%,-3.2%,6%,4%,1%,4%,-5%,23%,-0.3%
O=C(O)c1ccc(Oc2ccc(C(F)(F)F)cn2)cc1,1.8%,-5.7%,5%,-21%,6%,4%,-4%,10%,1.6%
